Bioassay records deposited in PubChem BioAssay by Broad Institute.
TcdB GH inh: blocks C. difficile toxin B glycohydrolase activity | inhibition, % at 9.99 µM | P18177 | actives 0.24% (n = 350,000) | TcdB glycohydrolase enzymatic assay, plate reader; in the data active means inhibition above about 10%
The depositor's hits bear a star.

Preview:
| Molecule | TcdB GH inh |
| --- | --- |
| C[C@@H]1CN([C@H](C)CO)C(=O)Cc2cc(NS(C)(=O)=O)ccc2O[C@H]1CN(C)C | 0.4 |
| CCNC(=O)C[C@H]1CC[C@@H]2[C@@H](COc3ccc(NC(=O)c4ccc(F)c(F)c4)cc3C(=O)N2C)O1 | 5.4 |
| C[C@@H]1CN([C@@H](C)CO)C(=O)c2cc(NC(=O)Nc3ccc(C(F)(F)F)cc3)ccc2O[C@@H]1CN(C)C(=O)Nc1ccc2c(c1)OCO2 | -0.3 |

The list itself, from the first entry:
| Molecule | TcdB GH inh |
| --- | --- |
| C[C@@H]1CN([C@H](C)CO)C(=O)Cc2cc(NS(C)(=O)=O)ccc2O[C@H]1CN(C)C | 0.4 |
| CCNC(=O)C[C@H]1CC[C@@H]2[C@@H](COc3ccc(NC(=O)c4ccc(F)c(F)c4)cc3C(=O)N2C)O1 | 5.4 |
| C[C@@H]1CN([C@@H](C)CO)C(=O)c2cc(NC(=O)Nc3ccc(C(F)(F)F)cc3)ccc2O[C@@H]1CN(C)C(=O)Nc1ccc2c(c1)OCO2 | -0.3 |
| C[C@@H]1CCCCO[C@@H](CN(C)S(=O)(=O)c2ccccc2)[C@@H](C)CN([C@H](C)CO)C(=O)c2cc(NC(=O)Nc3ccc(C(F)(F)F)cc3)ccc2O1 | -1.2 |
| COc1ccc(-c2ccc3n(c2=O)C[C@@H]2[C@@H](CO)[C@H](C(=O)NC4CCC4)N(S(C)(=O)=O)[C@H]32)cc1 | -0.4 |
| Cc1ccc(S(=O)(=O)N2CC[C@@H]3[C@H]2c2cc(Br)ccc2N[C@@H]3CO)cc1 | -1.2 |
| C[C@@H]1CN([C@H](C)CO)C(=O)c2cc(C#Cc3ccccc3)cnc2O[C@H]1CN(C)C(=O)c1ccccc1F | 0.7 |
| C[C@H](CO)N1C[C@H](C)[C@H](CN(C)Cc2ccccc2)Oc2ccc(NC(=O)Nc3ccccc3)cc2CC1=O | 1.1 |
| COc1ccc(S(=O)(=O)N(C)C[C@@H]2Oc3c(NC(=O)Nc4ccc(C(F)(F)F)cc4)cccc3C(=O)N([C@@H](C)CO)C[C@H]2C)cc1 | -1.1 |
| COc1cccc(-c2cn(CC[C@@H]3CC[C@H](NC(C)=O)[C@@H](CO)O3)nn2)c1 | 0.5 |
| C[C@H](CO)N1C[C@H](C)[C@@H](CN(C)S(=O)(=O)c2cn(C)cn2)Oc2ccc(NS(=O)(=O)c3ccccc3)cc2CC1=O | -0.7 |
| COCCOC(=O)N1C(=O)[C@@]2(c3cc(C#CCC(C(=O)OC)C(=O)OC)ccc31)[C@H](C(=O)N1CCc3cc(OC)c(OC)cc3C1)[C@H]1C(=O)O[C@H](c3ccccc3)[C@H](c3ccccc3)N1[C@@H]2c1ccc(O)cc1 | -1.6 |
| CC(C)CC#Cc1ccc([C@@H]2[C@@H](CO)N3C(=O)CN(C(=O)c4ccccn4)C[C@H]23)cc1 | 1.5 |
| COc1ccc2c3c(n(C)c2c1)[C@@H](CO)N(Cc1ccncc1)CC31CCN(C(=O)C2CCCCC2)CC1 | -0.3 |
| C[C@H]1CN([C@@H](C)CO)C(=O)c2cc(NC(=O)Nc3ccc(C(F)(F)F)cc3)ccc2O[C@@H]1CN(C)C | 0.8 |
| O=C(Nc1ccc(C(F)(F)F)cc1)Nc1ccc2c(c1)[C@H]1C[C@H](CC(=O)N3CCc4ccccc4C3)O[C@H](CO)[C@H]1O2 | -0.5 |
| C[C@@H]1CN([C@@H](C)CO)C(=O)c2cc(NC(=O)Nc3ccc4c(c3)OCO4)ccc2O[C@@H](C)CCCCO[C@H]1CN(C)Cc1ccc2c(c1)OCO2 | -1.4 |
| Fc1ccc2nc(-c3ccc(CN4CCC(n5nnc6ccccc65)CC4)cc3)c(-c3ccccc3)nc2c1 | -5.7 |
| COC(=O)[C@H]1[C@H](CO)[C@H]2Cn3c(cccc3=O)[C@H]2N1CC1CC1 | -1.8 |
| C[C@@H]1CCCCO[C@@H](CN(C)Cc2ccncc2)[C@H](C)CN([C@H](C)CO)C(=O)c2cc(NC(=O)c3ccncc3)ccc2O1 | 0.4 |
| COc1cccc(NC(=O)N2CC(=O)N3[C@H](CO)[C@H](c4ccc(C#CC5CCCCC5)cc4)[C@H]3C2)c1 | -2.1 |
| COc1ccc(S(=O)(=O)N(C)C[C@H]2OCCCC[C@H](C)Oc3ccc(NC(=O)CCCN(C)C)cc3C(=O)N([C@@H](C)CO)C[C@H]2C)cc1 | -1.0 |
| COc1ccc(NC(=O)N(C)C[C@@H]2Oc3ccc(NC(=O)Nc4ccc(F)cc4)cc3CC(=O)N([C@H](C)CO)C[C@@H]2C)cc1 | 1.1 |
| COc1ccc(CN(C)C[C@@H]2Oc3ccc(NS(=O)(=O)c4ccc(C)cc4)cc3C(=O)N([C@H](C)CO)C[C@H]2C)cc1 | -8.9 |
| O=C(Nc1ccc(Cl)cc1)N1C[C@H]2[C@@H](c3ccccc31)[C@@H](CO)N2CC1CCCC1 | 0.1 |
| O=C(C[C@@H]1C=C[C@H](NC(=O)c2ccc3c(c2)OCO3)[C@H](CO)O1)NCc1ccc(Cl)cc1 | 1.2 |
| C[C@@H]1CN([C@H](C)CO)C(=O)c2cc(NC(=O)Nc3ccc(C(F)(F)F)cc3)ccc2O[C@@H](C)CCCCO[C@H]1CN(C)Cc1ccc(C(=O)O)cc1 | -0.5 |
| O=C(C[C@H]1CC[C@H]2[C@@H](COC[C@@H](O)CN2Cc2nccs2)O1)NCc1ccc(Oc2ccccc2)cc1 | 1.0 |
| CCCC(=O)Nc1ccc2c(c1)OC[C@@H](C)N(CC1CCCC1)C[C@H](C)[C@H](OC)CN(C)C2=O | 0.0 |
| O=C(C[C@H]1C=C[C@H](NC(=O)C2CCC2)[C@@H](CO)O1)NC1CCC1 | 0.4 |
| C[C@H](O)C#Cc1ccc2c(c1)O[C@H](CN(C)C(=O)CN(C)C)[C@H](C)CN([C@@H](C)CO)S2(=O)=O | 0.8 |
| O=C(C1CCCCC1)N1CC(=O)N2[C@@H](CO)[C@@H](c3ccc(-c4cccnc4)cc3)[C@@H]2C1 | -1.7 |
| C[C@H](O)C#Cc1cnc2c(c1)C(=O)N([C@H](C)CO)C[C@@H](C)[C@@H](CN(C)C(=O)c1ccncc1)O2 | -0.7 |
| C[C@@H]1CN([C@H](C)CO)C(=O)c2cc(-c3ccc(C#N)cc3)cnc2O[C@H]1CN(C)CC1CCCC1 | -0.4 |
| COC(=O)C[C@H]1C[C@H]2c3cc(NS(C)(=O)=O)ccc3O[C@H]2[C@H](CO)O1 | -0.6 |
| CC(C)NC(=O)Nc1ccc2c(c1)C(=O)N([C@@H](C)CO)C[C@@H](C)[C@H](CN(C)Cc1ccc(C(=O)O)cc1)OCCCC[C@@H](C)O2 | -0.1 |
| O=C(Cc1ccccn1)N1CC2(C1)[C@H](c1ccccc1)[C@@H](CO)N2C(=O)c1cccnc1 | -0.9 |
| C[C@H]1CN([C@@H](C)CO)C(=O)c2cc(NS(=O)(=O)c3cn(C)cn3)ccc2O[C@H]1CN(C)C(=O)NC1CCCCC1 | -1.3 |
| O=C(C[C@H]1C[C@H]2c3cc(NC(=O)C4CCC4)ccc3O[C@H]2[C@H](CO)O1)NCc1ccncc1 | -1.5 |
| C[C@@H]1CN([C@H](C)CO)C(=O)c2ccccc2-c2ccccc2CO[C@@H]1CN(C)S(=O)(=O)c1cn(C)cn1 | -0.7 |
| C[C@H]1CN([C@@H](C)CO)S(=O)(=O)c2ccc(-c3ccccc3)cc2O[C@H]1CN(C)Cc1ccccn1 | -1.1 |
| CC(C)NC(=O)NCC[C@H]1CC[C@@H](NC(=O)Nc2ccccc2)[C@H](CO)O1 | 0.5 |
| C[C@H]1CN([C@@H](C)CO)C(=O)Cc2cc(NC(=O)Cc3ccccc3)ccc2O[C@@H]1CN(C)S(=O)(=O)c1ccccc1 | -0.4 |
| COCC(=O)Nc1ccc2c(c1)C(=O)N(C)[C@@H]1CC[C@H](CC(=O)N3CCc4ccccc4C3)O[C@H]1CO2 | 0.4 |
| COCCNC(=O)C[C@@H]1CC[C@H]2[C@@H](COc3ccc(NC(=O)COC)cc3C(=O)N2C)O1 | -1.3 |
| CC(C)NC(=O)N1CC(=O)N2[C@H](C1)[C@H](c1ccc(C#CCN(C)C)cc1)[C@@H]2CO | 2.0 |
| C[C@@H]1CN([C@H](C)CO)C(=O)c2cc(NC(=O)Nc3ccc(F)cc3)ccc2O[C@@H]1CN(C)Cc1ccc(Cl)c(Cl)c1 | 0.4 |
| C[C@@H]1CN([C@@H](C)CO)C(=O)c2cc(NC(=O)NC3CCCCC3)ccc2O[C@@H](C)CCCCO[C@@H]1CN(C)S(=O)(=O)c1cn(C)cn1 | -2.3 |
| COc1ccc(CN(C)C[C@H]2OCCCC[C@@H](C)Oc3ccc(NC(=O)Nc4ccc(F)cc4)cc3C(=O)N([C@H](C)CO)C[C@@H]2C)cc1 | 0.0 |
| CO[C@@H](CN(C)Cc1cc(F)ccc1F)[C@@H](C)CN([C@@H](C)CO)S(=O)(=O)c1ccc(F)cc1 | 0.7 |

(continued)
| Molecule | TcdB GH inh |
| --- | --- |
| O=C(C[C@H]1CC[C@H]2[C@@H](COC[C@@H](O)CN2CCC(F)(F)F)O1)N1CCC(Cc2ccccc2)CC1 | 0.6 |
| C[C@@H]1CN([C@@H](C)CO)S(=O)(=O)c2ccc(C#CCN(C)C)cc2O[C@H]1CN(C)Cc1ccc2c(c1)OCO2 | 0.6 |
| C[C@@H]1CN([C@@H](C)CO)C(=O)c2cc(NC(=O)Nc3ccccc3)ccc2O[C@@H](C)CCCCO[C@@H]1CN(C)C(=O)Nc1ccc2c(c1)OCO2 | 1.0 |
| CC(C)C#Cc1ccc([C@H]2[C@H](CO)N3CCCCN(C(=O)Nc4ccccc4)C[C@@H]23)cc1 | 0.6 |
| Cc1noc(C)c1S(=O)(=O)Nc1cccc2c1O[C@H](CN(C)C(=O)Nc1ccc(F)cc1)[C@H](C)CN([C@@H](C)CO)C2=O | 2.5 |
| O=C(c1ccccc1F)N1CC(=O)N2[C@@H](CO)[C@H](c3ccc(-c4ccc(F)cc4)cc3)[C@@H]2C1 | -1.7 |
| O=C(C[C@@H]1C[C@H]2c3cc(NS(=O)(=O)c4ccc(F)cc4)ccc3O[C@H]2[C@H](CO)O1)NCc1cc(F)ccc1F | -0.1 |
| CC(C)NC(=O)N(C)C[C@H]1Oc2ccc(NC(=O)Nc3ccc4c(c3)OCO4)cc2CC(=O)N([C@@H](C)CO)C[C@@H]1C | 1.5 |
| C[C@H]1CN([C@@H](C)CO)C(=O)c2cc(NS(=O)(=O)c3cn(C)cn3)ccc2O[C@H]1CN(C)Cc1ccc2c(c1)OCO2 | 0.1 |
| CC(C)NC(=O)N(C)C[C@@H]1Oc2ccc(NC(=O)CCCCCC(=O)Nc3ccccc3N)cc2C(=O)N([C@@H](C)CO)C[C@@H]1C | -1.3 |

Looked up by structure from above, 4 records:
| Molecule | TcdB GH inh |
| --- | --- |
| C[C@H]1CN([C@@H](C)CO)C(=O)c2cc(NS(=O)(=O)c3cn(C)cn3)ccc2O[C@H]1CN(C)Cc1ccc2c(c1)OCO2 | 0.1 |
| CC(C)NC(=O)N(C)C[C@@H]1Oc2ccc(NC(=O)CCCCCC(=O)Nc3ccccc3N)cc2C(=O)N([C@@H](C)CO)C[C@@H]1C | -1.3 |
| O=C(c1ccccc1F)N1CC(=O)N2[C@@H](CO)[C@H](c3ccc(-c4ccc(F)cc4)cc3)[C@@H]2C1 | -1.7 |
| O=C(C[C@H]1CC[C@H]2[C@@H](COC[C@@H](O)CN2CCC(F)(F)F)O1)N1CCC(Cc2ccccc2)CC1 | 0.6 |

(next part)
| Molecule | TcdB GH inh |
| --- | --- |
| CCCC(=O)Nc1ccc2c(c1)OC[C@@H](C)N(C(=O)c1cnccn1)C[C@@H](C)[C@@H](OC)CN(C)C2=O | -0.9 |
| O=C(C[C@@H]1C=C[C@H](NC(=O)Nc2ccccc2F)[C@@H](CO)O1)NCc1ccc(F)cc1 | 0.8 |
| C[C@@H]1CN([C@@H](C)CO)C(=O)c2cccc(NC(=O)CCCCCC(=O)Nc3ccccc3N)c2O[C@@H]1CN(C)C(=O)Nc1ccc(C(F)(F)F)cc1 | 0.4 |
| C[C@H](CO)N1C[C@H](C)[C@@H](CN(C)S(=O)(=O)c2ccccc2)Oc2ccc(NS(=O)(=O)c3cccs3)cc2CC1=O | -0.1 |
| Cc1noc(C)c1S(=O)(=O)Nc1ccc2c(c1)C(=O)N([C@@H](C)CO)C[C@@H](C)[C@@H](CN(C)S(=O)(=O)c1ccccc1)OCCCC[C@H](C)O2 | 1.2 |
| Cc1cccc(S(=O)(=O)N2CC[C@@H]3[C@H](CO)N(C)c4ccc(Br)cc4[C@@H]32)c1 | -0.7 |
| N#C[C@H]1[C@@H](c2ccc(C#CC3CCCCC3)cc2)[C@H](CO)N1C(=O)Nc1ccc(F)cc1 | -1.3 |
| COc1ccc(NC(=O)N(C)C[C@@H]2Oc3c(NC(=O)Nc4ccc5c(c4)OCO5)cccc3C(=O)N([C@H](C)CO)C[C@H]2C)cc1 | 2.9 |
| C[C@@H]1CN([C@@H](C)CO)C(=O)c2cc(/C=C/c3ccccc3)cnc2O[C@H]1CN(C)C | 1.4 |
| COCCNC(=O)C[C@H]1C[C@@H]2c3cc(NC(=O)NC4CCCCC4)ccc3O[C@@H]2[C@H](CO)O1 | -0.2 |
| C[C@H]1CN([C@@H](C)CO)C(=O)c2cc(-c3ccc(C#N)cc3)cnc2O[C@@H]1CN(C)C(=O)Nc1ccc(C(F)(F)F)cc1 | 1.7 |
| Cc1ccccc1-c1cnc2c(c1)C(=O)N([C@H](C)CO)C[C@H](C)[C@H](CN(C)Cc1ccncc1)O2 | 1.6 |
| Cc1noc(C)c1NC(=O)Nc1ccc2c(c1)CC(=O)N([C@@H](C)CO)C[C@@H](C)[C@H](CN(C)S(=O)(=O)c1ccc(Cl)cc1)O2 | 0.8 |
| C[C@@H]1CN([C@H](C)CO)C(=O)Cc2cc(NC(=O)CCN3CCOCC3)ccc2O[C@H]1CN(C)C(=O)Nc1ccc(F)cc1 | -0.3 |
| COc1ccc(S(=O)(=O)N(C)C[C@@H]2OCCCC[C@H](C)Oc3ccc(NS(=O)(=O)c4cn(C)cn4)cc3C(=O)N([C@@H](C)CO)C[C@H]2C)cc1 | -1.0 |
| CCCNC(=O)C[C@H]1C[C@H]2c3cc(NC(=O)COC)ccc3O[C@H]2[C@H](CO)O1 | -1.3 |
| C[C@@H](O)C#Cc1ccc([C@@H]2[C@H](CO)N3CCCCN(S(=O)(=O)Cc4ccccc4)C[C@@H]23)cc1 | 1.1 |

These rows are one share of the data. The share of hits here may be higher or lower than overall.
